Bioassay records deposited in PubChem by several laboratories.
HIV RNase H inh: inhibitors of HIV-1 reverse transcriptase RNase H | P04585 | RT-RNase H RNA/DNA duplex cleavage, fluorescence | inhibition, % at 10 µM | 1.9% of 65,000 active | AID 565; in the data active = inhibition above about 50%
RmlCD inh mix: mixture blocks RmlC and RmlD coupled enzyme activity; RmlC/RmlD coupled enzyme inhibition, 384-well mixture HTS; inhibition, % at 5.5 µM; 0.39% of 110,000 active; AID 1532; in the data active = inhibition above about 30%, passing the limit was not always enough; also: strong numbers were not always called active
Starred values were filed as active, the others as inactive; · = not tested or not shown.

SMILES | HIV RNase H inh | RmlCD inh mix
CCC(=O)Nc1cccc(C2=NOC3(C2)C[C@@H](C(N)=O)N(C(=O)CC)C3)c1 (stereo partly specified) | · | 8
CC(O)C(=O)NCCOCCOCCNC(=O)C(C)O (stereo unspecified) | -25 | 0
COc1ccccc1CNc1ncnc2c1cnn2-c1ccccc1 | -54 | 8
COc1cc(NC(=O)c2ccc(F)cc2)c(OC)cc1Cl | · | 5
O=C1NCCCC1C(=O)Nc1ccccc1C(F)(F)F (stereo unspecified) | · | -12
Cc1ccc2nc(SCc3ccc([N+](=O)[O-])cc3)[nH]c2c1 | · | -9
O=C(NCc1cccs1)c1ccc(N2CCCCC2)nc1 | -12 | 9
C=CCN(C(C)=O)C1CC(=O)N(c2ccc(OCCC)cc2)C1=O (stereo unspecified) | · | 3
O=C(CSc1ccc(Cl)cc1)Nn1cnnc1 | 13 | -8
O=C(NC1CCCC1)c1cnc2n(c1=O)CCS2 | -9 | 13
Cc1ccnc(N2CCC(C(=O)NNC(=O)c3ccccc3C)CC2)n1 | · | 3
O=C(NCC(=O)N(CCN1CCOCC1)C(C(=O)NC1CCCC1)c1cccs1)c1ccco1 (stereo unspecified) | -7 | -10
Cc1noc(C)c1S(=O)(=O)N1CCCC(C(=O)NCCc2ccccc2)C1 (stereo unspecified) | -13 | 5
COc1ccc(OC)c(C2NC(=O)NC(C)=C2C(=O)Nc2ccc(C)cc2)c1 (stereo unspecified) | -5 | 105
Cn1c(SCC(=O)NC2CC2)nnc1-c1ccco1 | -5 | -10

Overlap with the part before: seven compounds, followed by the next part.
SMILES | HIV RNase H inh | RmlCD inh mix
O=C(CSc1ccc(Cl)cc1)Nn1cnnc1 | 13 | -8
O=C(NC1CCCC1)c1cnc2n(c1=O)CCS2 | -9 | 13
Cc1ccnc(N2CCC(C(=O)NNC(=O)c3ccccc3C)CC2)n1 | · | 3
O=C(NCC(=O)N(CCN1CCOCC1)C(C(=O)NC1CCCC1)c1cccs1)c1ccco1 (stereo unspecified) | -7 | -10
Cc1noc(C)c1S(=O)(=O)N1CCCC(C(=O)NCCc2ccccc2)C1 (stereo unspecified) | -13 | 5
COc1ccc(OC)c(C2NC(=O)NC(C)=C2C(=O)Nc2ccc(C)cc2)c1 (stereo unspecified) | -5 | 105
Cn1c(SCC(=O)NC2CC2)nnc1-c1ccco1 | -5 | -10
Cc1cc(C(F)F)n2ncc(C(=O)NCc3ccccc3)c2n1 | -3 | 8
COc1cc(C(=O)n2nc(C)cc2C)cc(OC)c1OC | -10 | 1
COc1ccc(-n2c(SCC#N)nnc2-c2cccnc2)cc1 | -5 | -9
COc1ccc(CCNc2ncnc3[nH]ncc23)cc1OC | -17 | -15
c1csc(C(c2nnnn2C2CCCC2)N2CCOCC2)c1 (stereo unspecified) | 1 | -2
CCOC(=O)C(CCC#N)(CCC#N)C(=O)OCC | -15 | 2
Cc1ccc(S(=O)(=O)NC(=O)N2CCC(C)CC2)cc1 | 2 | ·
O=C(c1cccc(Br)c1)N1CCCC1 | · | -1
Cc1cccc(Nc2ccccc2)c1 | -30 | ·
CC(C)(C)OC(=O)N1CCOCCOCCNCCOCCOCC1 | · | 8
CCn1c(C(Cc2ccccc2)NC(=O)COC)nc2ccccc21 (stereo unspecified) | -1 | 6
CCN(CC)CCCN1C(=O)C(=O)/C(=C(/O)c2ccc(OC)cc2)C1c1ccco1 (stereo unspecified) | -9 | ·
Cc1ccc(-c2csc(=S)n2CC(=O)OCC(=O)NCc2ccco2)cc1 | -36 | 5
CC(=O)Cc1nsc(NC(=O)c2cn(-c3ccccc3)nc2-c2ccc(Br)cc2)n1 | · | 12
Cn1c(CN2CCCCC2)nc2cc(NS(=O)(=O)c3ccc(Cl)cc3)ccc21 | 5 | -12
Cc1cccc(NC(=O)CSc2nnc(CSc3nc(C)cc(C)n3)n2Cc2ccco2)c1 | -13 | 17
Cc1ccc(NS(=O)(=O)c2ccc(N3C(=O)CCC3=O)cc2)cc1 | · | -12
CCn1c(SCc2nc3ccccc3s2)nc2cc(S(=O)(=O)N3CCOCC3)ccc21 | -10 | ·
O=C(Nc1ccc2oc(-c3cccnc3)nc2c1)c1cccnc1 | -3 | 6
O=C(NCc1ccco1)c1ccc(OCC2CCCO2)cc1 (stereo unspecified) | 3 | 5
NC(=O)CN1C2CCC1CC(NC(=O)C1CC1)C2 (stereo unspecified) | -10 | -27
O=C(CC12CC3CC(CC(C3)C1)C2)N1CCOCC1 | 4 | -48
CCN(CC)CCCN1C=C2C(=O)C(C)(OC(=O)C3CCCC3)C(=O)C(c3ccccc3)=C2C=C1CCCC(=O)OC (stereo unspecified) | · | -1
Fc1ccc(OCc2nn3cnnc3s2)cc1 | -15 | -15
COC(=O)c1cn(-c2ccc(Cl)cc2)c(=O)c2ccccc12 | · | 4
CCc1cc2c(=O)c(-c3nc4ccccc4[nH]3)coc2cc1OC(=O)N1CCOCC1 | 6 | 37
CCNc1nc(NCC)nc(OCCOC(=O)c2ccccc2)n1 | -27 | 3
CCCCn1nnc(NC(=O)c2ccco2)n1 | -8 | -12
COc1ccc(OC)c(NC(=O)CSC2=C(C#N)C(c3ccco3)C3=C(CCCC3=O)N2)c1 (stereo unspecified) | 0 | ·
CCOC(=O)N1CCC(N2C(=O)c3ccc(C(=O)NCc4ccco4)cc3C2=O)CC1 | 9 | -12
CC(=O)Nc1cnn(Cc2ccc(Br)cc2)c1 | 0 | 8
Cc1ccccc1COCCN1CCN(S(=O)(=O)c2ccccc2)CCC1=O | · | -56
COc1ccc(CN2CC(C(=O)NCCCOC(C)C)CC2=O)cc1 (stereo unspecified) | 3 | -14
Cc1ccc(SCC2=NNC(=O)C2)cc1 | · | 12
COc1cc(OC)cc(C(=O)NC2CC3CCC(C2)N3Cc2ccco2)c1 (stereo unspecified) | -2 | 6
O=C(NOC(=O)c1ccccc1Cl)c1cccs1 | · | -11
COCCCNC(=O)CC(NS(=O)(=O)c1ccc(OC)cc1)c1ccc(OC)cc1 (stereo unspecified) | -10 | -2
CCCN(CCC)CCNc1c(N2CCN(C(=O)OCC)CC2)c(=O)c1=O | -16 | -7
Cc1cccc(NC(=O)c2ccc3ccccc3n2)n1 | -33 | -60
CN(C)S(=O)(=O)Oc1ccc(Cl)cc1C(=O)Nc1cccc(C(F)(F)F)c1 | · | 0
Cn1c(C(=O)NC2CCCCC2)cc2sccc21 | -5 | -11
Cc1ccc(S(=O)(=O)N2CCC(=O)N(CCOCc3ccc(Cl)cc3)CC2)cc1 | · | -10
Cc1csc(SCC(=O)c2cc(C)n(Cc3cccs3)c2C)n1 | -75 | -6
Nc1cc(N)nc(SCC(=O)c2ccccc2)n1 | · | 4
O=C(CN(C(=O)Cn1nnc(-c2cccs2)n1)c1ccc2c(c1)OCCO2)NC1CCCCC1 | 0 | -2

Part of the list above, set out differently.
molecule	HIV RNase H inh	RmlCD inh mix
COc1ccc(CN2CC(C(=O)NCCCOC(C)C)CC2=O)cc1 (stereo unspecified)	3	-14
Cc1ccc(SCC2=NNC(=O)C2)cc1	·	12
COc1cc(OC)cc(C(=O)NC2CC3CCC(C2)N3Cc2ccco2)c1 (stereo unspecified)	-2	6
O=C(NOC(=O)c1ccccc1Cl)c1cccs1	·	-11
COCCCNC(=O)CC(NS(=O)(=O)c1ccc(OC)cc1)c1ccc(OC)cc1 (stereo unspecified)	-10	-2

New compounds follow.
SMILES | HIV RNase H inh | RmlCD inh mix
CCN1CCN(C(c2cccs2)C(C)NC(=O)NC2CCCCC2)CC1 (stereo unspecified) | · | -13
CCOc1ccc(-c2nc(-c3ccc(OC)c(OC)c3)no2)cc1OCC | 3 | -15
C=CCN=C1SC(CC)C(=O)N1S(=O)(=O)c1ccc(C)cc1 (stereo unspecified) | · | -7
Cc1ccc(C)c(N2CCN(C(=O)c3ccc(CS(=O)(=O)c4ccccc4C)o3)CC2)c1 | -4 | -16
Cc1ccc2c(c1)cc(CN(CCc1ccccc1)C(=O)N1CCOCC1)c1nnnn12 | 5 | -1
Cc1ccccc1C(=O)Nc1ccc(Br)cn1 | -11 | 6
Cc1ccc2nc(SCc3nnc(-c4ccccc4[N+](=O)[O-])o3)c(C#N)cc2c1 | · | -9
CC(=O)c1cccc(NS(=O)(=O)c2ccc(N/C=C\C(=O)c3ccc(F)cc3)cc2)c1 | · | 13
CCn1c(Cc2ccccc2)nnc1SCC(=O)Nc1ccccc1N1CCOCC1 | · | -12
CCOC(=O)c1cnc2ccc(C)cc2c1Sc1ccccc1 | · | 2
O=C1Nc2ccccc2C12OCCCO2 | -13 | -10
COc1ccc(CCNC(=O)c2nnc(Cc3c(F)cccc3Cl)o2)cc1OC | -6 | -15
Cc1ccc(OCCCC(=O)NCc2ccco2)cc1 | · | 7
Cc1[nH]c(=O)[nH]c(=O)c1S(=O)(=O)N1CCC(C(=O)N2CCN(Cc3ccccc3)CC2)CC1 | -4 | -9
C=CCN=c1sc(C(=O)OC)cc(=O)n1CC=C | -29 | -6
CCN(CC)C(=O)c1csc(Nc2ccc(C)cc2)n1 | -12 | -4
Cc1ccc(NC(=O)CCc2c(C)nc3ncnn3c2C)nc1 | -18 | 2
O=C(Nc1ccccc1N1CCN(C(=O)c2ccccc2)CC1)c1cc2ccccc2o1 | 5 | -17
O=C1C2C3C=CC(C2C(=O)N1CCCO)C1C2C(=O)N(CCCO)C(=O)C2C31 (stereo unspecified) | · | -25
O=C(Cn1c(=O)oc2cc(S(=O)(=O)N3CCOCC3)ccc21)N1CCc2ccccc2C1 | -5 | -13
COCC(C)n1c(SCc2ccc(C(=O)OC)o2)nc2ccccc2c1=O (stereo unspecified) | -31 | -8
Nc1nc(Cl)cc(N2CCOCC2)n1 | · | -14
CSCCC(NC(N)=O)C(=O)NCC1CCCCC1 (stereo unspecified) | -15 | -9
C#CC(CO)N(CCN(Cc1ccccc1)C(C#C)CO)Cc1ccccc1 (stereo unspecified) | -10 | -8
CCC(=O)c1cc(F)c(N2CCN(S(=O)(=O)c3ccccc3)CC2)cc1C | 4 | -17
CCOC(=O)c1ccccc1NC(=O)COC | -10 | 17
Cc1ccc(Nc2nc(N)nc(CSc3nccn3C)n2)c(C)c1 | -7 | -12
CCOc1ccc(NC(=O)C2CC(=O)N(CC)C(=Nc3ccc4c(c3)OCO4)S2)cc1 (stereo unspecified) | 6 | -14
N#CCCS(=O)(=O)c1nnnn1-c1ccccc1 | -14 | 6
COC(=O)N1CCN(c2ccc(C(C)=O)cc2)CC1 | -7 | 10
CNC(=O)c1[nH]cnc1C(=O)N[C@@H](CC(C)C)C(=O)OCc1ccccc1 | · | 2
O=C(Nc1cccc2c1CCCC2)C1CCCN(S(=O)(=O)c2cccc3nonc23)C1 (stereo unspecified) | 32 | 0
CC(C)(C)CN1C(N)=NC[C@H]1Cc1ccc(O)cc1 | · | 2
Cc1nc(Nc2ncc3c(n2)CC(C)(C)CC3=O)nc2ccccc12 | -6 | ·
Cc1ccc(N2CCN(C(=O)CN3C(=O)c4ccccc4C3=O)CC2)cc1 | · | 1
COc1cc2c(cc1OC)CN(C(=O)CC1CC3CCC1C3)CC2 (stereo unspecified) | 4 | -6
O=C1Nc2c(c(=O)[nH]c(=O)n2-c2ccccc2F)C(C(F)(F)F)(C(F)(F)F)N1 | · | -5
Cc1cc(C)cc(N(C(=O)CNC(=O)c2ccco2)C(C(=O)NC2CCCC2)c2cccnc2)c1 (stereo unspecified) | -3 | 1
Cc1ccc(-c2ccc([C@H]3[C@H]4C=CC[C@@H](C)[C@@H]4C(=O)N3Cc3ccccc3)c(F)c2)cc1 | · | -14
CCOC(=O)/C(C(N)=NC(C)C)=C(\O)c1ccccc1 | -15 | 5
COCCCN1C(=O)C(=O)/C(=C(/O)c2ccc(OC(C)C)cc2)C1c1ccncc1 (stereo unspecified) | -7 | -409
CCOC(=O)c1[nH]c(C)c(C(=O)O)c1C | · | -15
NC(=O)CSc1oc(-c2ccc(F)cc2)nc1S(=O)(=O)c1ccccc1 | 2 | -26
Cc1ccc(C)c(OCC(=O)NCCNC(=O)COc2cc(C)ccc2C)c1 | · | -44
CCOC(=O)N1CCN(S(=O)(=O)c2cc(C)c(C)cc2C)CC1 | -4 | -13
OCCOCCNc1ncnc2sc(-c3ccccc3)cc12 | · | 10
CSc1nsc(/C=C/Nc2cccc(Cl)c2)c1C#N | · | 6
COCCn1c(SCC(=O)Nc2ccccc2)nc2c1c(=O)[nH]c(=O)n2C | -11 | -5
O=C(CS(=O)(=O)c1cn(Cc2ccc(Cl)cc2)c2ccccc12)N1CCOCC1 | -11 | 13
O=C(Nc1ccon1)c1cccc(S(=O)(=O)N2CCCC2)c1 | 2 | 10
C=CCSc1nnc(-c2cc3c(C(F)(F)F)nn(C)c3s2)n1C | · | -13
O=C(O)CC(NC(=O)c1ccccc1NC(=O)c1ccccc1)C(=O)O (stereo unspecified) | -4 | -6
O=C(c1cccs1)N1CCCC(c2ccccc2)C1 (stereo unspecified) | -30 | 13
Cc1ccc(P(=O)(CO)c2ccc(C)cc2)cc1 | · | 5
CCC(C(=O)Nc1nccs1)(C(F)(F)F)C(F)(F)F | -8 | -10
COc1ccc(C(=O)OCC(=O)Nc2cc(C)on2)cc1S(=O)(=O)N1CCOCC1 | · | -7
Cc1nc(C)n(CC(O)COc2ccc3cc(Br)ccc3c2)n1 (stereo unspecified) | -30 | -17
Cc1nnc(NC(=O)CCC(=O)NCc2ccco2)s1 | 2 | 29
Cc1nc(SCC(=O)N2CCc3ccccc3C2)c2c(C)c(C)sc2n1 | · | 58
Cc1cc2c(c(=O)o1)C(C(C)C)C(C#N)=C(N)O2 (stereo unspecified) | -3 | -6

As a short view, part of the list above.
SMILES | HIV RNase H inh | RmlCD inh mix
Cc1nc(SCC(=O)N2CCc3ccccc3C2)c2c(C)c(C)sc2n1 | · | 58
Cc1cc2c(c(=O)o1)C(C(C)C)C(C#N)=C(N)O2 (stereo unspecified) | -3 | -6

The list is partial; count on the stated rates, not on these rows.
